Bioassay records deposited in PubChem by National Center for Advancing Translational Sciences (NCATS).
ALDH1A1 block – qHTS Assay for Inhibitors of Aldehyde Dehydrogenase 1 (ALDH1A1); Aldehyde dehydrogenase 1A1 (Homo sapiens), P00352; Purified ALDH1A1, NADH fluorescence, propionaldehyde substrate; Potency, µM (titrated, usually from 75.3 µM), inactives show at the top dose activity, negative = inhibition, usual class: inhibitors; 220,000 compounds, 7.3% hits; active = well fitted inhibition curve with a large enough effect, not every such curve was filed as active; inconclusive = small, poorly fitted or top-dose-only effect, or another doubt; inactive = no such curve, though single readings can be large or run the other way;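 note: plate controls were no enzyme wells and a reference inhibitor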
Target sequence (P00352 whole entry, looked up): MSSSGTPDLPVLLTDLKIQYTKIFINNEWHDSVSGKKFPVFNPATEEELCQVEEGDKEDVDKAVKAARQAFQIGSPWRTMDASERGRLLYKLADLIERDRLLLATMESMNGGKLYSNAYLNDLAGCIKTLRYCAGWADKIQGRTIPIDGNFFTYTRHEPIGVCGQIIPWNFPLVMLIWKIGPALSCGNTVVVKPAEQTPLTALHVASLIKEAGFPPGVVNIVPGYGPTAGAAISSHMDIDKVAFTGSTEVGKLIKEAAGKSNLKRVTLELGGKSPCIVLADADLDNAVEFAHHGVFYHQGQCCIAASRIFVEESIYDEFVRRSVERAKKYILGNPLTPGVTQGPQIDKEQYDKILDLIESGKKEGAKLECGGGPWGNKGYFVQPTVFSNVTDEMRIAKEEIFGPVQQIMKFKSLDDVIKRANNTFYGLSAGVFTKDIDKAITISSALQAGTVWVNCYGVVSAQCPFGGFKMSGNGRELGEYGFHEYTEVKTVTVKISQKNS
JMJD2E inh – qHTS Assay for Inhibitors of Human Jumonji Domain Containing 2E (JMJD2E) | 230,000 compounds, 1.6% hits | JMJD2E catalytic domain, FDH-coupled NADH fluorescence (FDH is formaldehyde dehydrogenase) | Potency, µM (titrated, usually from 57.1 µM), without a hit: at the top dose activity change, negative = inhibition, most hits filed as inhibitors; active = well fitted inhibition curve with a large enough effect, not every such curve was filed as active; inconclusive = small, poorly fitted or top-dose-only effect, or another doubt; inactive = no such curve, though single readings can be large or run the other way;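 note: 0% = wells with enzyme and -100% = buffer wells without enzyme; nearly all actives have a fitted effect of over 50% in size; many of its hits are not listed in these tables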
Target sequence (B2RXH2 1-337 limits assumed): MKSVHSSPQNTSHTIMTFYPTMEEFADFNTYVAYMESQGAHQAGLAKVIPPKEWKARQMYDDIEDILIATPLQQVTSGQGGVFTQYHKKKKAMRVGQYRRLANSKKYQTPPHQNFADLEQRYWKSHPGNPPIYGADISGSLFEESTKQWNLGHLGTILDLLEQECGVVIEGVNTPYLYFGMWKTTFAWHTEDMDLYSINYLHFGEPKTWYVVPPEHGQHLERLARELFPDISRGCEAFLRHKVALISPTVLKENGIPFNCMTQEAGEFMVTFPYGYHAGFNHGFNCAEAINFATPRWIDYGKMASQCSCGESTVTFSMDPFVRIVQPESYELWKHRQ
HttQ103 aggreg – qHTS Multiplex Assay to Identify Dual Action Probes in a Cell Model of Huntington: Aggregate Formation (GFP); Potency, µM (series often up to 46.1 µM), without a hit: top-dose activity change, negative = inhibition, actives largely listed as inhibitors; PC12 HttQ103-GFP aggregates, Acumen cytometry, 40 h; 220,000 compounds, 1.1% hits; note: % is set by controls: 0 for no effect and ±100 for the full control effect; nearly all actives have a fitted effect of over 60% in size
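Ecdysone-promoter PC12 model expressing HTT exon 1 Q103 fused to GFP, induced by tebufenozide at 100 nM final. Compounds titrated; aggregates sized 1–25 µm scored on a 488 nm laser cytometer.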
HTT cytoprotect – qHTS Multiplex Assay to Identify Dual Action Probes in a Cell Model of Huntington: Cytoprotection (ATP). 230,000 compounds, 0.14% hits. AID 1471, 2008. Potency, µM (titrated, usually from 56.4 µM), for the others: cytoprotection (ATP increase), usual class: activators. PC12 HTT-Q103 induced, cytoprotection, ATP luminescence, 40 h;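 note: % of control where 0% means no effect; nearly all actives have a fitted effect of over 45% in size; toxic huntingtin expression switched on by the ecdysone agonist tebufenozide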
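PC12 cells with ecdysone-inducible HTT exon 1 Q103-GFP, induced with 100 nM tebufenozide and co-treated with library compounds in a dose series (1536-well, 1500 cells/well). Cytoprotection read as ATP content by ATPlite luminescence.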
Tau fluor counter – Counterscreen qHTS for Inhibitors of Tau Fibril Formation, Fluorescence Polarization | AID 1463, 2008 | tau K18 P301L Alexa594 fluorescence, heparin fibrillization | 280,000 compounds, 0.93% hits | Potency, µM (titrated, usually from 57.7 µM), inactives show at the highest dose activity change, negative = decrease; note: % is set by controls: 0 for no effect and ±100 for the full control effect; nearly all actives have a fitted effect of over 55% in size
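Human tau K18 P301L (15 uM unlabeled, 0.24 uM Alexa 594-labeled) in 100 mM sodium acetate pH 7 with 20 uM heparin, 6 hr at 37 C. ThT 30 uM added, 1 hr ambient; Alexa 594 FP and total fluorescence read at 555/632 nm.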
Tau fibril ThT – qHTS for Inhibitors of Tau Fibril Formation, Thioflavin T Binding; Microtubule-associated protein tau (Homo sapiens), P10636; recombinant tau K18 P301L (four-repeat tau fragment), heparin-induced fibrillization, ThT fluorescence; Potency, µM (highest dose often 57.4 µM), without a hit: at the highest dose activity, negative = inhibition, actives largely listed as inhibitors; 270,000 compounds, 2.1% hits; note: % is set by controls: 0 for no effect and ±100 for the full control effect; nearly all actives have a fitted effect of over 55% in size
Target sequence (P10636 561-689 P618L limits assumed): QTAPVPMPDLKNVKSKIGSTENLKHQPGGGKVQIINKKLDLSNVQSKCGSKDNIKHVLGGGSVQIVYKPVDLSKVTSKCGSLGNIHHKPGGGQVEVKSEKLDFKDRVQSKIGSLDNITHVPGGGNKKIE
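Heparin-induced (20 uM) aggregation of recombinant human K18 P301L tau, 15 uM unlabeled with 0.24 uM labeled, pH 7 acetate buffer, 6 hr at 37 C with compound. Fibrils quantified by 30 uM ThT fluorescence after 1 hr ambient incubation.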
Tau FP inhib – qHTS for Inhibitors of Tau Fibril Formation, Fluorescence Polarization | 280,000 compounds, 0.39% hits | K18 P301L tau heparin fibrillization, Alexa594 FP, 6 h | Potency, µM (series often up to 57.7 µM), inactives show at the top dose activity, negative = inhibition, most hits filed as inhibitors | Microtubule-associated protein tau (Homo sapiens), P10636 | AID 1468, 2008; note: % is set by controls: 0 for no effect and ±100 for the full control effect; nearly all actives have a fitted effect of over 55% in size
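Steps: dispense K18 P301L tau (15 uM plus 0.24 uM Alexa 594 tracer, final) in pH 7 sodium acetate; add compound; add heparin (20 uM final); incubate 6 hr, 37 C; add ThT (30 uM final); after 1 hr ambient, read FP.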
SMN2 splice up – qHTS Assay for Enhancers of SMN2 Splice Variant Expression | HEK293 SMN2-luciferase splicing reporter, luminescence, 30-36 h | Potency, µM (top dose mostly 46.1 µM), inactives show top-dose activity change, positive = activation, most hits filed as activators | 210,000 compounds, 2.8% hits | AID 1458, 2008; note: % of control where 0% means no effect; nearly all actives have a fitted effect of over 55% in size
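HEK293 cells carry an SMN2 […]–luciferase reporter in which exon 7 inclusion puts luciferase in frame. Cells were plated 10-12 h before compound addition, then incubated 30-36 h at 37C. ONE-Glo luminescence was read; sodium butyrate at 4.5 mM final served as control.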
* hit, by the source's call; & = joins results of further samples; [ ] = dose if it differs, or a comment. Unless noted, calls come from the whole dose curve; as a rule, active = well fitted curve in the direction sought with a large enough effect; inconclusive = small, poorly fitted or top-dose-only effect, or another doubt; inactive = no such curve, though single readings can be large; an effect the other way counts as inactive or inconclusive. Potency is the fitted concentration of half-maximal effect. Some of the compounds tested (hit frequency here may not be typical).

For CNC(=S)N/N=C/c1c(C)cccc1Cl the results were ALDH1A1 block 10%, JMJD2E inh -11%, HttQ103 aggreg 4%[9.22 µM], HTT cytoprotect 14%[10 µM], Tau fluor counter 0%, Tau fibril ThT -1% and Tau FP inhib 0%.
Screening Cc1c(N=C2NC(=O)/C(=C/c3cccc([N+](=O)[O-])c3)S2)c(=O)n(-c2ccccc2)n1C returned ALDH1A1 block 6%, JMJD2E inh -13%, HttQ103 aggreg 12%, HTT cytoprotect 33%[10 µM], Tau fluor counter 0%, Tau fibril ThT -3%, Tau FP inhib -9% and SMN2 splice up 4%.
CCOC(=O)c1ccc(NC(=O)C(=O)NCc2ccco2)cc1 was read as ALDH1A1 block -7%, JMJD2E inh inconclusive, Tau fluor counter 2%&9%, Tau fibril ThT -4%&-8%, Tau FP inhib 1%&10% and SMN2 splice up 7%&-9%.
Cc1cc(C)n2c(C)nnc2c1 was read as JMJD2E inh inconclusive, HttQ103 aggreg -11%[9.22 µM], HTT cytoprotect 20%[10 µM], Tau fluor counter -2%, Tau fibril ThT 7% and Tau FP inhib -9%.
Screening CCn1nc(C)c(CN2CCN(Cc3ccc(OC)c(C)c3C)C(CCO)C2)c1C (stereo not given) returned ALDH1A1 block -1%, JMJD2E inh 0%, HttQ103 aggreg 2%[9.22 µM], HTT cytoprotect 7%[10 µM], Tau fluor counter 7%, Tau fibril ThT 0% and Tau FP inhib -5%.
For CCOC(=O)C1CCN(CC(O)COCc2cccs2)CC1 (stereo not given) the results were ALDH1A1 block -1%, JMJD2E inh -6%, HttQ103 aggreg 12%, HTT cytoprotect -35%, Tau fluor counter 2%, Tau fibril ThT 1%, Tau FP inhib 5% and SMN2 splice up 21%.
O=C(Nc1ccccc1)c1ccc(Nc2c([N+](=O)[O-])cc([N+](=O)[O-])c3ccccc23)cc1 was read as ALDH1A1 block -1%, JMJD2E inh 9%, HttQ103 aggreg -27%, Tau fluor counter inconclusive, Tau fibril ThT inconclusive, Tau FP inhib inconclusive and SMN2 splice up -66%[inhibitor].
Screening COc1ccc(S(=O)(=O)NCC2CCCN(C(=O)c3occc3C)C2)cc1 (stereo not given) returned ALDH1A1 block 4.5µM*, JMJD2E inh 1%, HttQ103 aggreg 21%[9.22 µM], HTT cytoprotect 25%[10 µM], Tau fluor counter -5%, Tau fibril ThT -1% and Tau FP inhib 7%.
O=C(Cc1ccccc1[N+](=O)[O-])N1CCc2ccccc2C1 was read as ALDH1A1 block -8%, JMJD2E inh 12%, HttQ103 aggreg -13%, HTT cytoprotect -20%, Tau fluor counter -6%, Tau fibril ThT -3%, Tau FP inhib -1% and SMN2 splice up 18%.
For O=C(c1cccc(NS(=O)(=O)c2cccc([N+](=O)[O-])c2)c1)N1CCOCC1 the results were ALDH1A1 block -3%, JMJD2E inh 7%, HttQ103 aggreg 18%, Tau fluor counter 1%, Tau fibril ThT -3%, Tau FP inhib 2% and SMN2 splice up 12%.
Screening O=C1CCCC2=C1C(c1c(Cl)nc3sccn13)C1=C(CCCC1=O)N2 returned ALDH1A1 block -9%, JMJD2E inh -6%, HttQ103 aggreg -3%, HTT cytoprotect 11%[10 µM], Tau fluor counter -2%, Tau fibril ThT -7%, Tau FP inhib 5% and SMN2 splice up 16%.
For CC(=O)c1c(OC(=O)c2cccc(Cl)c2)c2ccccc2n1C the results were ALDH1A1 block 6%, JMJD2E inh -6%, HttQ103 aggreg -7%[9.22 µM], HTT cytoprotect 12%[10 µM], Tau fluor counter -28%, Tau fibril ThT inconclusive and Tau FP inhib -9%.
For COc1ccccc1NC(=O)CSc1nnc(C)o1 the results were ALDH1A1 block -3%, JMJD2E inh 5%, HttQ103 aggreg 7%, HTT cytoprotect 6%, Tau fluor counter -4%, Tau fibril ThT 2%, Tau FP inhib 0% and SMN2 splice up 0%.
`CCC(C)(C)n1nnnc1C(c1ccc(C)cc1)N1CCC(C)CC1` (stereo not given) gave ALDH1A1 block -3%, JMJD2E inh -2%, HttQ103 aggreg -12%, HTT cytoprotect -9%, Tau fluor counter -1%, Tau fibril ThT -3%, Tau FP inhib 5% and SMN2 splice up -20%.
NC(=O)c1ccccc1NC(=O)Nc1cccc2ccccc12 was read as ALDH1A1 block -4%, JMJD2E inh inconclusive, HttQ103 aggreg -15%, HTT cytoprotect -32%[inhibitor], Tau fluor counter -6%, Tau fibril ThT -4%, Tau FP inhib 6% and SMN2 splice up -20%.

The list goes on; it opens with the 2 that closed the last part.
`CCC(C)(C)n1nnnc1C(c1ccc(C)cc1)N1CCC(C)CC1` (stereo not given) gave ALDH1A1 block -3%, JMJD2E inh -2%, HttQ103 aggreg -12%, HTT cytoprotect -9%, Tau fluor counter -1%, Tau fibril ThT -3%, Tau FP inhib 5% and SMN2 splice up -20%.
NC(=O)c1ccccc1NC(=O)Nc1cccc2ccccc12 was read as ALDH1A1 block -4%, JMJD2E inh inconclusive, HttQ103 aggreg -15%, HTT cytoprotect -32%[inhibitor], Tau fluor counter -6%, Tau fibril ThT -4%, Tau FP inhib 6% and SMN2 splice up -20%.
For O=C1[C@H]2CCC=C[C@H]2[C@H](c2cccc(Br)c2)N1Cc1ccccc1 the results were ALDH1A1 block -10%, HTT cytoprotect -75%[inhibitor], Tau fluor counter -14%[81.3 µM], Tau fibril ThT -22%[81.4 µM] and Tau FP inhib 6%[81.3 µM].
CC(C(=O)N1CCCc2ccccc21)N1C(=O)c2ccccc2C1=O (stereo not given) was read as ALDH1A1 block 4%, JMJD2E inh 6%, HttQ103 aggreg -17%, HTT cytoprotect -6%[10 µM], Tau fluor counter 5%, Tau fibril ThT 0%, Tau FP inhib inconclusive and SMN2 splice up -12%.
For COc1ccc(OC2C(O)COC2/C=C/C#Cc2ccccc2)cc1 (stereo not given) the results were ALDH1A1 block inconclusive, HTT cytoprotect inconclusive, Tau fluor counter -10%[11.6 µM], Tau fibril ThT inconclusive and Tau FP inhib -8%[11.6 µM].
COc1ccc(NC2=CC(=O)CC(C)(C)C2)cc1OC was read as ALDH1A1 block -4%, JMJD2E inh -10%, HttQ103 aggreg -1%, HTT cytoprotect -7%, Tau fluor counter -12%, Tau fibril ThT -8%, Tau FP inhib -8% and SMN2 splice up -3%.
O=C(Nc1ccc(Br)cn1)c1cccc(-c2cc3ccccc3oc2=O)c1 was read as ALDH1A1 block inconclusive, JMJD2E inh inconclusive, HttQ103 aggreg inconclusive, HTT cytoprotect 16%[10 µM], Tau fluor counter -17%, Tau fibril ThT -3%, Tau FP inhib -5% and SMN2 splice up 11µM*.
`CCN1CC(CN(C)Cc2cn(-c3cccc(C)c3)nc2-c2cccc(F)c2)CC1=O` (stereo not given) gave ALDH1A1 block inconclusive, JMJD2E inh 11%, HttQ103 aggreg -30%, HTT cytoprotect -80%[inhibitor], Tau fluor counter -2%, Tau fibril ThT inconclusive and Tau FP inhib 6%.
CCOc1ccc(NC(=O)N(Cc2c[nH]c3ccccc23)C2CCCCC2)cc1 was read as Tau fluor counter -14%, Tau fibril ThT -5%, Tau FP inhib -5% and SMN2 splice up 0%.
`Cc1ccc(NC(=O)CSc2nnc3ccccn23)cc1S(=O)(=O)N1CCOCC1` gave ALDH1A1 block 7%, JMJD2E inh -20%, HttQ103 aggreg 18%, HTT cytoprotect -16%, Tau fluor counter 4%, Tau fibril ThT 5%, Tau FP inhib 1% and SMN2 splice up -3%.
For Cn1c(SCc2ccccc2)nnc1-c1ccco1 the results were ALDH1A1 block 4%, JMJD2E inh 3%, HttQ103 aggreg -2%, HTT cytoprotect 13%[10 µM], Tau fluor counter -1%, Tau fibril ThT -7%, Tau FP inhib 3% and SMN2 splice up inconclusive.
For O=C(NCCN1C(=O)C2C3C=CC(C3)C2C1=O)NCc1ccccc1 (stereo not given) the results were ALDH1A1 block inconclusive, JMJD2E inh 3%, HttQ103 aggreg 0%, HTT cytoprotect -28%, Tau fluor counter -9%, Tau fibril ThT 3%, Tau FP inhib -1% and SMN2 splice up -16%.
`Cc1ccc(NC(=O)c2cc([N+](=O)[O-])ccc2N2CCCC2)cc1` gave ALDH1A1 block 10%, JMJD2E inh -9%, HttQ103 aggreg 16%, HTT cytoprotect -29%, Tau fluor counter 9%, Tau fibril ThT 12%, Tau FP inhib 6% and SMN2 splice up -10%.
`COc1ccc2oc(=O)c(C(=O)C[n+]3cccc(C)c3)cc2c1` gave ALDH1A1 block 14µM*, JMJD2E inh 1%, HttQ103 aggreg 2%[9.22 µM], HTT cytoprotect 4%[10 µM], Tau fluor counter 2%, Tau fibril ThT 8%, Tau FP inhib -6% and SMN2 splice up -1%.
For O=C(c1ccc2ccccc2c1)c1c[nH]cc1-c1ccccc1 the results were ALDH1A1 block 14%, JMJD2E inh 11%, HttQ103 aggreg -6%, HTT cytoprotect -5%[10 µM], Tau fluor counter -19%, Tau fibril ThT 0%, Tau FP inhib inconclusive and SMN2 splice up inconclusive.
